RECQ1 inh – qHTS Assay for Inhibitors of RecQ-Like Dna Helicase 1 (RECQ1) | ATP-dependent DNA helicase Q1 (Homo sapiens), P46063 | RECQ1 DNA unwinding, red fluorescence kinetic read | Potency, µM (doses to about 57.3 µM), for inactives: at the top dose activity, negative = inhibition, usual class: inhibitors | 240,000 compounds, 0.54% hits;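 also: plate controls were vehicle for no effect and no enzyme for full effect; nearly all actives have a fitted effect of over 30% in size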
Target sequence (P46063 whole entry, looked up): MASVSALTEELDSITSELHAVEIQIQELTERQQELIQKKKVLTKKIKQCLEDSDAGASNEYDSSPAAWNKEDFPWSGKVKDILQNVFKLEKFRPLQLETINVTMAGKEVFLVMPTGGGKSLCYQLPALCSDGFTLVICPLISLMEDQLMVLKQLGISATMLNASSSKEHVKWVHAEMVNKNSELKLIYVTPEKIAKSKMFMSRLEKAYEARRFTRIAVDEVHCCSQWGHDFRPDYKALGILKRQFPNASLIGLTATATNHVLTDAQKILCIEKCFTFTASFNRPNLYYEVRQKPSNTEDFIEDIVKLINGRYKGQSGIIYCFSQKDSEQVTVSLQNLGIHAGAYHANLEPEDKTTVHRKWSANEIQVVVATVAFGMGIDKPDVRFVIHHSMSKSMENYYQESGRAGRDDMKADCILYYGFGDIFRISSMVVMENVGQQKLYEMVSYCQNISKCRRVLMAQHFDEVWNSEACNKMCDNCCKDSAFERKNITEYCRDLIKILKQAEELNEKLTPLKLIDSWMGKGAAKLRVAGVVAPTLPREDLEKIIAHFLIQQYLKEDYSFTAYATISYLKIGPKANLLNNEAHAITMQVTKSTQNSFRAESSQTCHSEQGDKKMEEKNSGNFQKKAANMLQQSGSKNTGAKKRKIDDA
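50 nM RECQ1T1 preincubated 15 min with compound in Tris pH 8.0 buffer with MgCl2, DTT, Tween-20 and 2.5 ug/ml poly(dI-dC); started with 200 nM TAMRA/BHQ-2 forked duplex and 2 mM ATP. Unwinding read as fluorescence (525/598 nm), two reads 2 h apart.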
RGS12 GoLoco inh – qHTS Assay for Inhibitors of RGS12 GoLoco Motif Activity (Red Fluorophore). Gai1:RGS12 GoLoco peptide FP, rhodamine, 10 min. Potency, µM (titrated, usually from 61.6 µM), inactives show top-dose activity, negative = inhibition, most hits filed as inhibitors. 230,000 compounds, 0.44% hits. AID 880, 2007; active = well fitted inhibition curve with a large enough effect, not every such curve was filed as active; inactive = no such curve, though single readings can be large or run the other way; also: % is scaled to controls: 0 for no effect and ±100 for the full control effect; nearly all actives have a fitted effect of over 30% in size; many of its hits are not listed in these tables
KDM4E inh – qHTS Assay for Inhibitors of Human Jumonji Domain Containing 2E (JMJD2E); Potency, µM (highest dose often 57.1 µM), for inactives: at the highest dose activity change, negative = inhibition, most hits filed as inhibitors; Lysine-specific demethylase 4E (Homo sapiens), B2RXH2; JMJD2E catalytic domain, FDH-coupled NADH fluorescence (FDH is formaldehyde dehydrogenase); AID 2147, 2009; 230,000 compounds, 1.6% hits; active = well fitted inhibition curve with a large enough effect, not every such curve was filed as active; inconclusive = small, poorly fitted or top-dose-only effect, or another doubt; inactive = no such curve, though single readings can be large or run the other way;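 also: 0% = wells with enzyme and -100% = buffer wells without enzyme; nearly all actives have a fitted effect of over 50% in size; many of its hits are not listed in these tables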
Target sequence (B2RXH2 1-337 limits assumed): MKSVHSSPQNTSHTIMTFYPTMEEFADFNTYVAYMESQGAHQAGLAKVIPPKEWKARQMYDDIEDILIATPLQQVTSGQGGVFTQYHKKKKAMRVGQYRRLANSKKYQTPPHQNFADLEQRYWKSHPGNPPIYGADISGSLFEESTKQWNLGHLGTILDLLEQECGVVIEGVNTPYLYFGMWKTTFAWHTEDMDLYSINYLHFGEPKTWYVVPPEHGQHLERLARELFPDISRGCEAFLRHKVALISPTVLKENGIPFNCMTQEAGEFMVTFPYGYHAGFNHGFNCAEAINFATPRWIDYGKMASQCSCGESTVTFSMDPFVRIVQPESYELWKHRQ
SMN2 splice enh – qHTS Assay for Enhancers of SMN2 Splice Variant Expression; AID 1458, 2008; Potency, µM (doses to about 46.1 µM), without a hit: at the highest dose activity change, positive = activation, most hits filed as activators; HEK293 SMN2-luciferase splicing reporter, luminescence, 30-36 h; 210,000 compounds, 2.8% hits; also: % of control where 0% means no effect; nearly all actives have a fitted effect of over 55% in size
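HEK293 cells carry an SMN2 […]–luciferase reporter in which exon 7 inclusion puts luciferase in frame. Cells were plated 10-12 h before compound addition, then incubated 30-36 h at 37C. ONE-Glo luminescence was read; sodium butyrate at 4.5 mM final served as control.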
Luc counter – Counterscreen for Luciferase (Kinase-Glo TM) Inhibition | Kinase-Glo luciferase, ATP luminescence, 8 min | Luciferin 4-monooxygenase (Photuris pensylvanica), Q27757 | 200,000 compounds, 0.28% hits | Potency, µM (doses to about 38.3 µM), without a hit: top-dose activity change, negative = inhibition, usual class: inhibitors; also: % is scaled to controls: 0 for no effect and ±100 for the full control effect; nearly all actives have a fitted effect of over 60% in size
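Compounds were added to a substrate mix at pH 7.2 (50 mM imidazole, 10 uM ATP, within the enzyme's linear range), followed by Kinase-Glo detection reagent; luminescence was measured after 8 minutes at ambient temperature.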
NPSR antag – qHTS Assay for Antagonists of the Neuropeptide S Receptor: cAMP Signal Transduction; CHO-NPSR cells, cAMP TR-FRET, antagonist mode; Potency, µM (highest dose often 38.3 µM), for the others: top-dose activity change, negative = inhibition, most hits filed as inhibitors; 220,000 compounds, 1% hits; AID 1461, 2008; also: % is scaled to controls: 0 for no effect and ±100 for the full control effect; nearly all actives have a fitted effect of over 50% in size; many of its hits are not listed in these tables
IMPase Li inh – qHTS Assay for Identifying the Cell-Membrane Permeable IMPase Inhibitors: Potentiation with Lithium | CHO-M1 cells, IP1 TR-FRET (IP-One), carbachol + lithium | Potency, µM (titrated, usually from 59.4 µM), for the others: at the top dose activity, negative = IMPase inhibition, usual class: inhibitors | 210,000 compounds, 0.35% hits | AID 1457, 2008;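 also: IP1 builds up when IMPase is blocked and the TR-FRET signal falls; plate controls were basal vehicle for no effect and high inhibitor control for full effect; nearly all actives have a fitted effect of over 50% in size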
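Lithium-sensitised IP1 accumulation assay; M1-expressing CHO cells treated 30 min at 37C with compound. Competitive antibody detection by time-resolved FRET followed a 10 min room-temperature lysis step.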
Epigenetic derep – Quantitative High-Throughput Screen for Regulators of Epigenetic Control; AID 1865, 2009; 280,000 compounds, 0.2% hits; murine LDR cells, GFP reporter derepression, 30 h; Potency, µM (doses to about 53.9 µM), for the others: top-dose GFP activation, actives largely listed as activators; also: % of control where 0% means no effect; nearly all actives have a fitted effect of over 60% in size
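Murine LDR cells carrying a silenced, genomically integrated CMV-driven GFP reporter were exposed to compound for 30 hours at 37 C. After PBS washes, GFP-positive cells (20–120 um objects) were counted by laser-scanning microplate cytometry.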
* = called active by the depositor; i = inactive; ? = inconclusive; / = no result given; [ ] = dose if it differs, or a comment. Unless noted, calls follow the shape of the dose curve; as a rule, active = well fitted curve in the direction sought with a large enough effect; inconclusive = small, poorly fitted or top-dose-only effect, or another doubt; inactive = no such curve, though single readings can be large; an effect the other way counts as inactive or inconclusive. Potency is read from the fitted curve at half-maximal effect. This is a subset, so the mix of outcomes need not match the whole.

Sequence of screens: RECQ1 inh	RGS12 GoLoco inh	KDM4E inh	SMN2 splice enh	Luc counter	NPSR antag	IMPase Li inh	Epigenetic derep
COc1ccc(C)cc1NC(=O)c1ccc(NC(=O)CC2SC(N3CCCC3)=NC2=O)cc1 (stereo unspecified)
 : -16%	-11%	4%	-12%	-3%	-17%[46.1 µM]	-16%[38.3 µM]	2.2%
Cn1c(=O)c2c(nc(Br)n2Cc2c(F)cccc2Cl)n(C)c1=O
 : 2%	-26%	-4%	-14%	17%	-15%[7.67 µM]	-14%[38.3 µM]	4.6%
CCC(C)NC(=O)C1c2ccccc2Oc2ccccc21 (stereo unspecified)
 : 8%	4%	-13%	/	/	2%	/	7.4%
c1ccc(-c2cn(-c3ccccc3)c3[n+]2CCS3)cc1
 : i	-13%	11%	-41%[inhibitor]	-2%	10%	29%	-1.1%
CC(OC(=O)CNC(=O)c1ccco1)C(=O)N(C)c1ccccc1 (stereo unspecified)
 : -6%	-5%	1%	-3%	7%	5%	-2%	-0.3%
CC(c1ccncn1)N(C)Cc1nc(-c2ccc(C(F)(F)F)cc2)no1 (stereo unspecified)
 : -1%	8%	19%	/	8%	2%	2%	-2.3%
CCN(CC)S(=O)(=O)c1ccc(-c2nnc(SCc3nnc(-c4ccccc4)o3)o2)cc1
 : -8%	/	-2%	/	/	?	/	-3.5%
COc1cc(/C(C)=N/NC(=O)CN2CCN(S(=O)(=O)c3ccc(C)cc3)CC2)ccc1O
 : -12%	-10%	-7%	/	/	18%	/	0.8%
Brc1ccc(-c2nnc3sc(CNCc4ccc5c(c4)OCO5)cn23)cc1
 : -4%	9%	1%	-10%	1%	9%[46.1 µM]	18%[38.3 µM]	0.1%
CCc1cc(=O)oc2cc(C)c(CN3CCCC(C)C3)c(O)c12 (stereo unspecified)
 : 7.1µM*	40%[activator]	?	19%	-3%	-9%[46.1 µM]	12%[38.3 µM]	-3.0%
Cn1c(=O)c([N+](=O)[O-])c(N2CCSCC2)c2ccccc21
 : i	-9%	-3%	/	/	15%[7.67 µM]	/	-0.3%
Cc1cc2n(n1)C(c1cn(-c3ccccc3)nc1C)Nc1c(C)cccc1-2 (stereo unspecified)
 : -7%	7%	?	-32%[inhibitor]	-2%	-12%[46.1 µM]	3%	0.0%
O=Cc1ccc(N2CCCC2)c([N+](=O)[O-])c1
 : i	2%	-20%	-3%	5%	1%	4%	-0.3%
O=C(CN1C(=O)c2ccccc2C1=O)NCCc1c[nH]c2ccccc12
 : -2%	16%	10%	-6%	0%	6%	0%	0.0%
Cc1cc(N2C(=O)C3C4C=CC(C4)C3C2=O)no1 (stereo unspecified)
 : i	12%	-3%	-12%	0%	-2%[46.1 µM]	5%[38.3 µM]	0.0%

RECQ1 inh, what is marked active above
SMILES	RECQ1 inh	RGS12 GoLoco inh	KDM4E inh	SMN2 splice enh	NPSR antag	Epigenetic derep
CCc1cc(=O)oc2cc(C)c(CN3CCCC(C)C3)c(O)c12 (stereo unspecified)	7.1µM*	40%[activator]	?	19%	-9%[46.1 µM]	-3.0%

Next section
Sequence of screens: RECQ1 inh	RGS12 GoLoco inh	KDM4E inh	SMN2 splice enh	Luc counter	NPSR antag	IMPase Li inh	Epigenetic derep
O=c1cc(-c2ccccc2)[nH][nH]1
 : 20%	-8%	?	17%	0%	1%	11%	-1.0%
Oc1ccc(/C=N/Nc2nc(-c3ccccc3F)nc3ccccc23)c(O)c1
 : -8%	-11%	-27%	/	/	-2%[7.67 µM]	/	1.1%
CC(C)CC(c1nnnn1Cc1ccccc1)N1CCN(C(=O)c2ccco2)CC1 (stereo unspecified)
 : -9%	8%	-10%	/	-1%	?	45%[activator][38.3 µM]	-1.0%
O=C(NCCc1ccccc1)C1CCN(S(=O)(=O)c2cccc3nonc23)CC1
 : 1%	5%	5%	4%	-3%	-3%[46.1 µM]	4%[38.3 µM]	0.0%
O=c1[nH]c2ccc(Br)cc2c(-c2ccccc2)c1CN1CCOCC1
 : -8%	5%	-20%	-16%	15%	1%[46.1 µM]	7%[38.3 µM]	-0.8%
CCOC(=O)c1cc(-c2cccnc2)nn1-c1ccccc1C
 : -6%	8%	-4%	1%	2%	4%	12%	6.8%
CCOC(=O)C(=CNc1cc(C)nn1-c1ccc(Cl)cc1)C(=O)OCC
 : -9%	9%	?	-1%	-2%	-27%[46.1 µM]	34%[38.3 µM]	-1.1%
O=C(COc1ccccc1)NCC(=O)NC1CCCCC1
 : -11%	-4%	5%	12%	-3%	4%	-3%	-0.2%
Cc1ccc(/C=c2\sc3n(c2=O)CN(c2cccc(Br)c2)CN=3)o1
 : 1%	-24%	-21%	-29%	-3%	-20%[46.1 µM]	3%[38.3 µM]	-0.3%
CCOC(=O)C1=C(CBr)NC(=O)NC1C (stereo unspecified)
 : i	2%	0%	4%	-1%	8%	-1%	-4.1%
Cc1oc(S(=O)(=O)N2CCCCC2)cc1NC(=O)Nc1ccc(F)cc1
 : -7%	163%[activator]	-8%	/	/	42%	/	-2.2%
N#CC1=C(N)NC(=S)C(C(N)=O)C1c1ccccc1F (stereo unspecified)
 : 14%	-4%	-10%	/	/	12%	/	-0.3%
CC(/C=C/c1ccco1)=N\NC(=O)c1cc(Cl)ccc1O
 : -25%	12%	?	-23%	-3%	-29%	4%	-1.3%
Cc1nc(C)c(Oc2cccc(C(F)(F)F)c2)c(=O)[nH]1
 : -7%	6%	3%	/	/	-16%	/	-0.3%
COc1ccc(/C=N/NC(=S)N[C@H]2CC3CCC2C3)cc1 (stereo partly specified)
 : i	5%	-7%	/	/	55%	/	4.5%

(list continues)
SMILES | RECQ1 inh | RGS12 GoLoco inh | KDM4E inh | SMN2 splice enh | Luc counter | NPSR antag | IMPase Li inh | Epigenetic derep
COc1c2occc2cc2ccc(=O)oc12 | -10% | 1% | -9% | -13% | 0% | 2%[46.1 µM] | 7% | 1.6%
CN(C)c1ccc(NC(=S)c2ccccn2)cc1 | -7% | -5% | 18µM* | 0.5µM* | 13µM* | -33% | 0% | ?
O=C(Nc1ccc(Cl)cc1)c1ccc(OC2CSC2)cc1 | -7% | -3% | -13% | 14% | -5% | 3% | 0% | 0.0%
CSc1nccc(-c2c(-c3ccc(Cl)cc3)noc2C)n1 | i | 4% | -1% | / | / | 59% | / | -2.0%
CCn1c(SCC(=O)NNC(=O)c2ccccc2)nnc1-c1ccco1 | 0% | 1% | -2% | -7% | 1% | 14% | 1% | 3.2%
COc1ccc(N=Nc2ccc(O)c(P(=O)(c3ccccc3)c3ccccc3)c2)cc1 | -3% | 4% | 3% | / | / | 31% | / | -0.3%
Cc1ccc(CCCC(=O)O)cc1C | / | 9%[14.2 µM] | / | -6%[9.22 µM] | -1%[7.66 µM] | / | -9% | /
CCOC(=O)c1ccc(NC(=O)c2nc[nH]c2C(=O)N2CCc3ccccc3C2)cc1 | -11% | 0% | ? | / | / | -21% | / | -1.9%

Looked up above:
Reading of CCOC(=O)c1ccc(NC(=O)c2nc[nH]c2C(=O)N2CCc3ccccc3C2)cc1 in RGS12 GoLoco inh: 0%
Reading of Cc1ccc(CCCC(=O)O)cc1C in Luc counter: -1%[7.66 µM]
Reading of COc1ccc(N=Nc2ccc(O)c(P(=O)(c3ccccc3)c3ccccc3)c2)cc1 in KDM4E inh: 3%
Reading of CCn1c(SCC(=O)NNC(=O)c2ccccc2)nnc1-c1ccco1 in RECQ1 inh: 0%

Pulled by structure from the list above (two):
SMILES | RECQ1 inh | RGS12 GoLoco inh | KDM4E inh | SMN2 splice enh | Luc counter | NPSR antag | IMPase Li inh | Epigenetic derep
CN(C)c1ccc(NC(=S)c2ccccn2)cc1 | -7% | -5% | 18µM* | 0.5µM* | 13µM* | -33% | 0% | ?
Cc1ccc(CCCC(=O)O)cc1C | / | 9%[14.2 µM] | / | -6%[9.22 µM] | -1%[7.66 µM] | / | -9% | /

Other structures.
SMILES | RECQ1 inh | RGS12 GoLoco inh | KDM4E inh | SMN2 splice enh | Luc counter | NPSR antag | IMPase Li inh | Epigenetic derep
Cn1cc(S(=O)(=O)NCc2ccc(Cl)cc2)c(=O)n(C)c1=O | -2% | 1% | 11% | / | / | 9% | / | 0.4%
Cc1ccc(C(=C2C3C=CC2C2C(=O)NC(=O)C32)c2ccc(C)cc2)cc1 (stereo unspecified) | -4% | 2% | -4% | -9% | -6% | ? | 10%[38.3 µM] | -1.5%
O=C1CC(c2cccc(Cl)c2)CC(O)=C1C=Nc1ccccc1 (stereo unspecified) | -3% | 15% | 0% | -8% | -2% | -51% | 16% | 3.0%
O=C(c1cnccn1)N(c1ccccc1)C1(C(=O)NC2CCCCC2)CCCCC1 | -5% | / | 1% | / | / | -12%[46.1 µM] | / | -1.0%
O=c1[nH][nH]c(-c2ccccc2O)c1C(C[N+](=O)[O-])c1cccc(Cl)c1 (stereo unspecified) | 0% | 0% | -1% | -8% | -7% | -15% | 6% | 7.4%
CCC(Sc1nc2ccccc2[nH]1)C(=O)Nc1ccc(NC(C)=O)cc1 (stereo unspecified) | i | 7% | 3% | -11% | 1% | -3% | 3% | -0.9%[10.1 µM]
CNC(=O)NC(=O)C(C)Oc1ccccc1F (stereo unspecified) | -5% | -10% | -17% | -19% | 1% | 10% | 0% | 0.0%
COCCCn1c(SCc2nnc(-c3ccc(OC)c(OC)c3)o2)nc2ccccc2c1=O | -1% | 9% | 0% | -25% | 1% | -19%[46.1 µM] | 15% | 0.1%
Cc1ccc(S(=O)(=O)NC(=O)Nc2ccccc2F)cc1 | -9% | 0% | -2% | / | -1% | 4%[46.1 µM] | 10% | 0.0%
Cc1cc(-c2n[nH]c(=S)n2Cc2ccco2)n(C)n1 | -9% | 1% | ? | -7% | 1% | 11% | 0% | -1.0%

Assay outcomes (PubChem)
